# Screening data as filed in PubChem BioAssay.
# p53null 32C kill – kills p53 null cells at the permissive temperature. H1299-neo p53 null cells, ATP luminescence, 24 h, 32C. Potency, µM (titrated, usually from 46.1 µM), without a hit: top-dose activity change, negative = cytotoxicity, actives largely listed as cytotoxic. 0.62% of 55,000 active;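 also: potency is read from the fitted curve at half-maximal effect; 0% = DMSO only and -100% = full killing by 100 µM tamoxifen; nearly all actives have a fitted effect of over 55% in size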
#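 We seeded p53-null H1299-neo cells, incubated them overnight at 37C, and added compounds across a range up to 46 uM. After 24 hours at 32C, ATP reagent was applied for 20 min at room temperature and luminescence recorded.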
# NTMT1 inhibitor – inhibitors of human N-terminal methyltransferase NTMT1. Q9BV86. Potency, µM (highest dose often 114 µM), without a hit: at the top dose activity change, negative = inhibition, actives largely listed as inhibitors. NTMT1 MTase-Glo SAH luminescence, purified enzyme. 2.5% of 59,000 active. AID 1645870;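 also: potency is read from the fitted curve at half-maximal effect; plate controls were DMSO vehicle for no effect and no enzyme for full effect; nearly all actives have a fitted effect of over 65% in size; many of its hits are not listed in these tables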
# Target sequence (Q9BV86 whole entry, looked up): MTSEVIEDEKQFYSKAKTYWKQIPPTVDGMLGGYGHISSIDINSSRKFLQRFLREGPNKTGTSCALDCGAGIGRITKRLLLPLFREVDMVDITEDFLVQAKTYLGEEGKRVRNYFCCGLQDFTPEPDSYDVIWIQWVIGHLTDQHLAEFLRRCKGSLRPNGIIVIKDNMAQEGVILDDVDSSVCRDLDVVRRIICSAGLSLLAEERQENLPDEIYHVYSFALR
# FH mod – Identification of activators of human fumarate hydratase by quantitative high-throughput screening. Fumarate hydratase, mitochondrial (Homo sapiens), P07954. FH coupled MDH/diaphorase resazurin fluorescence, 15 min. Potency, µM (series often up to 79.9 µM), inactives show at the highest dose activity change, negative = inhibition, actives largely listed as inhibitors. 0.22% of 54,000 active. AID 1347055, 2019; also: potency is read from the fitted curve at half-maximal effect; % is scaled to controls: 0 for no effect and ±100 for the full control effect; the screen sought activators but most active calls are inhibition curves; nearly all actives have a fitted effect of over 45% in size
# GALK inh – GALK (human) enzyme inhibition; Potency, µM (titrated, usually from 57.5 µM), for inactives: at the highest dose activity, negative = inhibition, actives largely listed as inhibitors; recombinant GALK, Kinase-Glo ATP luminescence, 1 h; 44,000 tested, under 10 active; AID 1347072;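 also: plate controls were full GALK reaction for no effect and reaction lacking GALK for full effect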
# Target sequence (P51570 whole entry, looked up): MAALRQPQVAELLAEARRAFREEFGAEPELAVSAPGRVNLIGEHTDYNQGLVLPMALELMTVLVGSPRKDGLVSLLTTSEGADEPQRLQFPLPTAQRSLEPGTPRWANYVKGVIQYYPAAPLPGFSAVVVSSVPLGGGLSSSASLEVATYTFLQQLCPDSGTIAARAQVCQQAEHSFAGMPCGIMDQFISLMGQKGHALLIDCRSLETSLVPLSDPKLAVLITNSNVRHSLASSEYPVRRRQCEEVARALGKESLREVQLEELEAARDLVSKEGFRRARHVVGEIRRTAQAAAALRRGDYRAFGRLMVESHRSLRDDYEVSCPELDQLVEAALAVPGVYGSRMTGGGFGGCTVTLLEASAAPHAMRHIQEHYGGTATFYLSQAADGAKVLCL
#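 5 nM GALK with 35 µM ATP and 100 µM galactose in HEPES pH 8.0, MgCl2, NaCl, DTT, BSA; 1 h RT reaction, remaining ATP detected by Kinase-Glo Plus luminescence after 10 min; qHTS concentration series.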
# PTAP-TSG101 blk – blocks PTAP binding to human TSG101, validation; Fluorescence polarization, FITC-PTAP peptide/Tsg101, 20 min; Potency, µM (series often up to 115 µM), for the others: top-dose activity change, negative = inhibition, usual class: inhibitors; 44,000 tested, under 10 active; AID 1347069; also: potency is read from the fitted curve at half-maximal effect; 0% is about no effect
# Target sequence (Q99816 whole entry, looked up): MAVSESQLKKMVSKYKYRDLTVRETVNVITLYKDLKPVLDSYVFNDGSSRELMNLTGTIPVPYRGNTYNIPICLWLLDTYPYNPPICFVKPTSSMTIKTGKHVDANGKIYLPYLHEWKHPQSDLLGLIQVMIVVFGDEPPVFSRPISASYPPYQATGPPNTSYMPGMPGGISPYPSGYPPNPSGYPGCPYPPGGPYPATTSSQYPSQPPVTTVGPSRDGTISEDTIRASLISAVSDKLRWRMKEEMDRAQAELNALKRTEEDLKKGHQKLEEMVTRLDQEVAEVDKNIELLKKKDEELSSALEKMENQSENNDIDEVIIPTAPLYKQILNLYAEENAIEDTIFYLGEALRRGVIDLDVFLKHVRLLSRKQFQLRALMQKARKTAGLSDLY
#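 qHTS FP binding, 20 min r.t.: 10 uM Tsg101 domain + 50 nM FITC-PTAP peptide, pH 7.5 HEPES buffer with TCEP and EDTA.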
# B2AR arrestin ag – beta-arrestin recruitment by human beta2-adrenergic receptor ligands; P07550; HTLA Tango cells, beta-arrestin recruitment, luciferase luminescence, 18 h; Potency, µM (titrated, usually from 46.1 µM), for the others: at the top dose activation, hits mostly activators; 44,000 tested, under 10 active;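 also: potency is read from the fitted curve at half-maximal effect; 0% = DMSO and full agonism = EC100 isoproterenol or metaproterenol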
#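 Receptor–beta-arrestin recruitment read by tTA-responsive luciferase: compound titrations (up to 46 µM) incubated 18 h with Tango cells, then luminescent substrate 15 min at room temperature. Concentration-response fits classified by r2, efficacy and activity.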
# p53null 39C kill – p53 null cell cytotoxicity, nonpermissive temperature. Potency, µM (doses to about 46.1 µM), without a hit: top-dose activity, negative = cell killing, actives largely listed as cytotoxic. H1299 p53-null (neo) cells, 39C, ATPlite viability, 24 h. 0.97% of 55,000 active;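 also: potency is read from the fitted curve at half-maximal effect; 0% = DMSO only and -100% = full killing by 100 µM tamoxifen; nearly all actives have a fitted effect of over 50% in size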
#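 Cells seeded at 600/well, 37C overnight. Compound added (up to 46 uM), plates shifted to 39C for 24 hr. ATPlite added, luminescence read after 20 min at room temperature.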
# An asterisk follows results filed as active; ? = inconclusive; / = not tested or not shown; [ ] = another dose, or the depositor's remark. Calls follow the shape of the dose curve; as a rule, active = well fitted curve in the direction sought with a large enough effect; inconclusive = small, poorly fitted or top-dose-only effect, or another doubt; inactive = no such curve, though single readings can be large; an effect the other way counts as inactive or inconclusive. This is a subset; the hit share may differ from the screen's.
nr	SMILES	p53null 32C kill	NTMT1 inhibitor	FH mod	GALK inh	PTAP-TSG101 blk	B2AR arrestin ag	p53null 39C kill
1	Cc1ccc2c(=O)cc(C(=O)Nc3ccc(S(=O)(=O)Nc4ncccn4)cc3)oc2c1C	-1%	?	-16%	9%	-3%	-1%	-3%
2	Cc1ccc(CNC(=O)CS(=O)(=O)c2cccc3nsnc23)cc1	-9%	-3%	-4%	2%	-5%	-1%	-3%
3	Cc1ccc2c(c1)c1c(c(=O)n(-c3cccc(Cl)c3)c(=O)n1CC(N)=O)n2C	-2%	6%	1%	0%	0%	0%	-23%
4	COc1ccccc1N1CCN(CCCNC(=O)c2nnc(Cc3c(F)cccc3Cl)o2)CC1	5%	-14%	-4%	-7%	-2%	1%	1%
5	CCCn1c2ccc(F)cc2c2nnc(SCCN3CCCCC3)nc21	3%	?	1%	0%	-2%	1%	-26%
6	CCOc1ccc(NC(=O)c2cn3c4c(ccc(Cl)c4c2=O)OC(C)C3)cc1 (configuration not stated)	-4%	2%	-1%	-8%	-14%	0%	-6%
7	CCOc1ccc(S(=O)(=O)N(CC(=O)NCCSc2ccc(C)cc2)c2ccccc2)cc1	-2%	14%	-1%	2%	-2%	-2%	6%
8	CCC(Sc1nc2nccnc2c(=O)n1Cc1ccc(F)cc1)C(=O)NC1CCCCC1 (configuration not stated)	-2%	8%	-4%	4%	2%	-1%	-24%
9	CCOc1ccc(CNC(=O)c2cc3oc4ccccc4c3n2C)cc1	-18%	?	4%	1%	2%	0%	-17%
10	COCCNC(=O)c1c(NC(=O)c2cc(=O)c3cc(C)cc(C)c3o2)sc2c1CCCC2	1%	11%	-1%	-9%	-7%	0%	-6%
11	CCCCN(CC)CCNC(=O)c1c(C)oc2ncnc(N3CCOCC3)c12	5%	1%	14%	3%	-5%	?	-8%
12	Cc1cccc(NC(=O)CSc2nc(-c3ccco3)cc(C(F)(F)F)n2)c1C	18%	-4%	8%	3%	1%	1%	-11%
13	CC(=O)N1CCCc2cc(S(=O)(=O)N3CCN(c4cccc(C(F)(F)F)c4)CC3)ccc21	21%	-4%	?	2%	2%	-2%	14%
14	CCOc1ccc(NC(=O)CN2C(C(=O)OC)=C(c3ccccc3)c3cc(Cl)ccc3S2(=O)=O)cc1	3%	-11%	?	6%	-3%	1%	-33%
15	CCOc1ccc(CCNC(=O)c2ccc3c(c2)N(Cc2cccc(Cl)c2)C(=O)c2ccccc2S3(=O)=O)cc1OCC	19%	0%	?	-1%	-1%	3%	33%[activator]
16	COc1cccc(-c2nc(SCC(=O)Nc3ccc4c(c3)OCCO4)c(-c3ccc(C)cc3)[nH]2)c1	22%	-2%	?	0%	-6%	-1%	5%
17	CCOc1ccccc1C(=O)Nc1ccc2c(c1)N(C)C(=O)c1ccccc1S2	21%	-4%	-15%	0%	-6%	-3%	0%
18	Cc1ccccc1C(=O)N1c2ncnn2C2(CCCCC2)[C@@H]2CCCC[C@@H]21	-8%	32%[activator]	-14%	-7%	2%	0%	3%
19	CCCCC(=O)Nc1nnc(S(=O)(=O)N2CCCCCC2)s1	7%	6%	-8%	-11%	3%	0%	11%
20	Cc1ccc2nc(-c3ccc(C)s3)c(Nc3ccc4c(c3)OCCO4)n2c1	-7%	3%	4%	1%	0%	5%	-25%
21	CCOc1ccc(Nc2nc(C)c(NC(=O)c3cccc(F)c3)c(Nc3ccc(OCC)cc3)n2)cc1	-6%	-1%	?	0%	11%	0%	-26%
22	O=C(/C=C/c1ccccc1Cl)N1CCC(c2nc3ccccc3o2)CC1	-3%	10%	-26%	0%	0%	-3%	-9%
23	Cc1c(NC(=O)c2cc(-c3ccc(Cl)c(Cl)c3)on2)c(=O)n(-c2ccccc2)n1C	13%	/	/	-7%	1%	0%	0%
24	O=C(CCS(=O)(=O)c1ccc(Br)cc1)Nc1ccc(Cl)c(C(F)(F)F)c1	9%	-2%	-24%	1%	-4%	0%	?
25	Cc1cc(C)cc(NC(=O)CSc2nc(=O)n(CCN3CCOCC3)c3c2CCC3)c1	-1%	2%	3%	0%	-1%	-4%	13%

# Next part
nr	SMILES	p53null 32C kill	NTMT1 inhibitor	FH mod	GALK inh	PTAP-TSG101 blk	B2AR arrestin ag	p53null 39C kill
26	COc1ccc(OC)c(N(C)S(=O)(=O)c2ccc3c(c2)NC(=O)CC(=O)N3)c1	-4%	0%	-16%	7%	-9%	1%	9%
27	Cc1cc(C)cc(NC(=O)c2ccc3c(c2)nnn3C2CCCC2)c1	-9%	5%	-11%	-1%	3%	-1%	-14%
28	Cc1ccc(C(=O)c2cn(Cc3ccccc3C)c3nc(C)ccc3c2=O)cc1	23%	0%	-19%	6%	10%	?	-16%
29	COc1ccc(N(C(=O)c2ccc(C(C)(C)C)cc2)S(=O)(=O)c2ccc(Cl)cc2)cc1	31%[activator]	4%	-6%	-3%	5%	-1%	27%
30	COc1ccc(CNC(=O)c2cc3c(=O)oc4ccc(C)cc4c3s2)c(OC)c1	-4%	4%	-7%	9%	-1%	0%	-8%
31	CCOc1ccccc1NC(=O)C1CCCN1S(=O)(=O)c1ccc2c(c1)C(C)(C)C(=O)N2C (configuration not stated)	-3%	?	-4%	0%	-4%	0%	1%
32	Cc1ccc2c(=O)cc(CSc3nnc(-c4ccccc4)n3C)[nH]c2c1C	-14%	7%	10%	1%	3%	0%	14%
33	Cc1ccc(NC(=O)c2cnn3c(C(F)F)cc(-c4ccccc4)nc23)c(C)c1	2%	12%	3%	4%	-9%	1%	10%
34	CC(C)C(NS(=O)(=O)c1ccc2c(c1)oc(=O)n2C)C(=O)NCc1ccccc1 (configuration not stated)	1%	1%	-2%	7%	-2%	1%	-7%
35	CCOc1ccc(C(=O)NCC(c2ccc3c(c2)OCO3)N2CCOCC2)cc1 (configuration not stated)	2%	-2%	4%	1%	0%	0%	-1%
36	COc1cc(NC(=O)CN(C)S(=O)(=O)c2ccc3c(c2)CCCC(=O)N3)cc(OC)c1OC	-2%	0%	-11%	3%	-1%	0%	-6%
37	CCOC(=O)C1CCCN(C(=O)C2CCN(S(=O)(=O)c3c(C)noc3/C=C/c3ccc(C)cc3)CC2)C1 (configuration not stated)	-2%	0%	?	3%	-1%	0%	20%
38	COc1ccc(-n2c(=O)c3sc4ccccc4c3n(C)c2=O)cc1	?	-15%	3%	0%	-3%	-2%	3%
39	CSc1nc2sc3c(c2c(=O)n1-c1ccccc1)CCC(C(C)(C)C)C3 (configuration not stated)	3%	5%	2%	-12%	0%	1%	2%
40	CCOC(=O)c1c(S(=O)(=O)NCC(=O)Nc2cc(C)ccc2C)c(C)n(C)c1C	-2%	3%	7%	2%	-4%	-4%	21%
41	Cc1cc(C)nc(-n2nc(C)c3c2N(Cc2ccccc2)C(=O)CC3c2ccc(Cl)cc2)n1 (configuration not stated)	2%	8%	-2%	1%	-12%	-4%	6%
42	Cn1c(=O)cc(SCC(=O)N2CCN(c3ccccc3)CC2)c2ccccc21	4%	-4%	5%	9%	-9%	0%	-4%
43	CC(C)c1ccc(Nc2c(-c3ccsc3)nc3ccc(Cl)cn23)cc1	7%	10%	6%	2%	0%	-2%	-10%
44	COc1cccc(CNC(=O)c2ccc3nc(N4CCCCC4)sc3c2)c1OC	5%	?	-20%	-2%	-8%	2%	-1%
45	CCS(=O)(=O)c1ncc(N(Cc2ccco2)Cc2sccc2C)c(C(=O)Nc2ccc(C)cc2C)n1	5%	3%	-25%	-8%	-3%	-2%	11%
46	COc1cccc(NC(=O)Cn2c(=O)n(Cc3ccc(F)cc3)c(=O)c3sc4ccccc4c32)c1	?	6%	-6%	5%	0%	1%	1%
47	CCOc1ccc(NC(=O)CN(c2ccccc2OCC)S(=O)(=O)c2ccccc2)cc1	-3%	3%	-9%	2%	-3%	-1%	2%
48	Cc1ccc(Cl)cc1N1CCN(S(=O)(=O)c2ccc3[nH]c4c(c3c2)CCCCC4)CC1	-4%	23%	-10%	-2%	0%	0%	32%[activator]
49	CC(=O)N1CCC(N(C(=O)Nc2ccc(C)c(F)c2)C(C)C)CC1	0%	3%	2%	-11%	-2%	-3%	-2%
50	O=C(Cn1cccc1C(=O)c1ccccc1)NCc1ccccc1Cl	4%	4%	6%	-11%	-2%	1%	?

# (further entries)
nr	SMILES	p53null 32C kill	NTMT1 inhibitor	FH mod	GALK inh	PTAP-TSG101 blk	B2AR arrestin ag	p53null 39C kill
51	Cc1ccc(Nc2ccc3cc(S(=O)(=O)N4CCC(C)CC4)ccc3n2)c(Cl)c1	-17%	-3%	-20%	-2%	-3%	0%	9%
52	COc1ccc(C(=O)NCC(c2cccnc2)N2CCN(c3ccc(F)cc3)CC2)cc1 (configuration not stated)	-18%	-1%	-7%	?	-1%	0%	?
53	Cc1cccc(C(=O)NCC(=O)OCc2cc(=O)n3nc(C4CCCCC4)sc3n2)c1	0%	19%	0%	-10%	4%	1%	-9%
54	CCC(=O)N1c2nc(-c3ccco3)nn2C2(CCCCC2)[C@@H]2CCCC[C@@H]21	4%	-2%	-4%	4%	1%	-3%	2%
55	CCOC(=O)c1c(S(=O)(=O)N2CCC(C(=O)NCc3ccc(F)cc3)CC2)c(C)n(C)c1C	-1%	10%	-15%	-2%	-4%	5%	6%
56	O=C(Nc1cc(C(F)(F)F)ccc1Cl)c1cc(-c2cccs2)nc2ccccc12	2%	-12%	0%	1%	-2%	-2%	-5%
57	CCN(CC)C(=O)Cn1c(=O)cc(C)c2c(C)nn(-c3cccc(Cl)c3C)c21	9%	7%	-10%	2%	-3%	-1%	28%
58	COc1ccc(F)cc1S(=O)(=O)NCCc1sc2nc(-c3ccc(F)cc3)nn2c1C	4%	0%	-3%	1%	-2%	-4%	?
59	COc1cc2ccccc2cc1C(=O)Nc1ccc2oc(-c3cccc(C)c3)nc2c1	-6%	?	-2%	1%	1%	-1%	-7%
60	CC(C)(C)c1ccc(C(=O)N2CCC(c3noc(-c4ccc(S(=O)(=O)N5CCCC5)cc4)n3)CC2)cc1	5%	?	-23%	7%	-3%	-2%	-19%
61	COC(=O)C1CCN(C(c2ccccc2)c2sc3nc(-c4ccco4)nn3c2O)CC1 (configuration not stated)	-5%	9%	-7%	1%	0%	-1%	33%[activator]

# Compound profiles, as listed above:
# Cc1ccc(Nc2ccc3cc(S(=O)(=O)N4CCC(C)CC4)ccc3n2)c(Cl)c1 across the screens: p53null 32C kill: -17%; NTMT1 inhibitor: -3%; FH mod: -20%; GALK inh: -2%; PTAP-TSG101 blk: -3%; B2AR arrestin ag: 0%; p53null 39C kill: 9%
# COc1ccc(C(=O)NCC(c2cccnc2)N2CCN(c3ccc(F)cc3)CC2)cc1 (configuration not stated) across the screens: p53null 32C kill: -18%; NTMT1 inhibitor: -1%; FH mod: -7%; GALK inh: ?; PTAP-TSG101 blk: -1%; B2AR arrestin ag: 0%; p53null 39C kill: ?
